aSyn rescue: inhibitors of alpha-synuclein toxicity in yeast; Potency, µM (top dose mostly 46.1 µM), for the others: at the top dose growth rescue (activation), actives largely listed as activators; Yeast expressing alpha-synuclein, growth rescue, BacTiter-Glo, 24 h; actives 0.14% (n = 370,000); note: potency is the fitted concentration of half-maximal effect; % of control where 0% means no effect; nearly all actives have a fitted effect of over 65% in size
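Screening used galactose-induced yeast with toxic alpha-synuclein levels, exposed to compound for 24 hr at 30 deg C. Cell growth, read with BacTiter-Glo luminescence, gave the measured signal.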
GLP1R inv ag: GLP-1 receptor (human) inverse agonism. P43220. Potency, µM (doses to about 38.3 µM), for the others: at the top dose activity change, negative = inhibition, usual class: inhibitors. actives 1.6% (n = 410,000). HEK293 GLP-1R CRE-luciferase, luminescence, 24 h; GLP-1R form is constitutively active; note: potency is the fitted concentration of half-maximal effect; % is set by controls: 0 for no effect and ±100 for the full control effect; nearly all actives have a fitted effect of over 55% in size
Target sequence (P43220 whole entry, looked up): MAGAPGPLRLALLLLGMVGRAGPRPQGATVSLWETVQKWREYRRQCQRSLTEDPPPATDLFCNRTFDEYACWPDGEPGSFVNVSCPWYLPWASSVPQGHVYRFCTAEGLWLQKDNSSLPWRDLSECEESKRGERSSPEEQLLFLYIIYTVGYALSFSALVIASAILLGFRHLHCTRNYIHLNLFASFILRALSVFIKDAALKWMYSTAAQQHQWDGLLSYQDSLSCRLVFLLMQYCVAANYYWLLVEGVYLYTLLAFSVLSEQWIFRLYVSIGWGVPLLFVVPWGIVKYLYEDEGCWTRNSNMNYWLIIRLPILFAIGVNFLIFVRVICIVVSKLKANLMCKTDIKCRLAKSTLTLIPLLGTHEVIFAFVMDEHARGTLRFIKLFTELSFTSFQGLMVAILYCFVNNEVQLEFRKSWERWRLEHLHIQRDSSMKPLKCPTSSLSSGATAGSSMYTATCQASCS
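Readout was luciferase luminescence, measured 12 min after detection reagent at room temperature. Beforehand, GLP-1R reporter HEK293 cells had sat 12 h, then received compounds for 24 hr at 37 deg C.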
HEK293 tox: cytotoxicity in counter-screen for GLP-1R inverse agonists; HEK293 cAMP-luciferase reporter cells, luminescence, 24 h; Potency, µM (top dose mostly 38.3 µM), without a hit: at the top dose activity change, negative = inhibition, usual class: inhibitors; actives 0.13% (n = 410,000); AID 624418;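 note: loss of luciferase light is scored as toxicity; potency is the fitted concentration of half-maximal effect; % is set by controls: 0 for no effect and ±100 for the full control effect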
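To flag toxic compounds, the library was rerun on cells for 24 hr at 37 deg C and 5% CO2. Viability-linked luminescence was captured 12 min after adding luciferase detection reagent.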
PTHR1 ag: PTHR1 (human) receptor agonism; Q03431; HEK293 GP2 PTHR1 cells, GloSensor cAMP luminescence, 1 h; Potency, µM (titrated, usually from 115 µM), inactives show top-dose activation, usual class: activators; actives 0.075% (n = 410,000); AID 743266; note: potency is the fitted concentration of half-maximal effect; nearly all actives have a fitted effect of over 55% in size; some results filed as inactive show a strong effect at the top dose; inactives centre near -15; many of its hits are not listed in these tables
Target sequence (Q03431 whole entry, looked up): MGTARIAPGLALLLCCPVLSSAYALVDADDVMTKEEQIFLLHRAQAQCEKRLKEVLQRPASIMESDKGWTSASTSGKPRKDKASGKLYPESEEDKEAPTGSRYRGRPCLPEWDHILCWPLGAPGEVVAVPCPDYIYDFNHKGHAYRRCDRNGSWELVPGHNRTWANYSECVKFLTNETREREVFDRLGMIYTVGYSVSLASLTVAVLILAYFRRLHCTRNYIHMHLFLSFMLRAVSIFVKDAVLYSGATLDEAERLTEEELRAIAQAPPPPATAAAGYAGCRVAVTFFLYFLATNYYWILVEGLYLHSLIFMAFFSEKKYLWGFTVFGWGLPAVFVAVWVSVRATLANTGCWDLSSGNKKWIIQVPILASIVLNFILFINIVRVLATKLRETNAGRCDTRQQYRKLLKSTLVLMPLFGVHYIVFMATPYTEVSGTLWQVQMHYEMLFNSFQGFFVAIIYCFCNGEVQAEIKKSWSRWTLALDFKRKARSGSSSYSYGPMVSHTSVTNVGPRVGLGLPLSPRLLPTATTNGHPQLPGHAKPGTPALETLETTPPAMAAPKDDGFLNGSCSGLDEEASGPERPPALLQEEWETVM
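HEK-293-derived GP2 cells expressing PTHR1 and a GloSensor cAMP reporter, 3,000/well, plated overnight, given luciferin plus IBMX (each 0.5 mM as added) for 1 h at 37 °C, then compound for 1 h at 37 °C. Luminescence was read after 15 min at room temperature.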
TDP43 rescue: TDP-43 toxicity inhibition in yeast; TDP-43 expressing yeast growth rescue, BacTiter-Glo, 24 h; Potency, µM (doses to about 46.1 µM), inactives show top-dose growth rescue (activation), usual class: activators; actives 1.8% (n = 410,000); AID 652104; note: potency is the fitted concentration of half-maximal effect; % of control where 0% means no effect; nearly all actives have a fitted effect of over 50% in size
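Galactose-induced TDP-43 yeast, OD600=0.02, compound pinned; 24 hr, 30 deg C; BacTiter-Glo luminescence for growth. Inhibitors of TDP-43 toxicity read as activators.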
Akt phos inh: inhibitors of Akt phosphorylation. Neuro2A IGF-stimulated pAkt S473 HTRF, 20 min; stronger effect = lower value. activity change, % for hits at 50 µM. actives 0.32% (n = 360,000); in the data active = activity change below about -80%; inconclusive = mostly about -51% to -80%; note: % is set by controls: 0 for no effect and ±100 for the full control effect
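Neuro2A cells (4,500/well, DMEM with 0.5% FBS) were treated with compound at a single 50 µM final concentration, stimulated with 6 nM IGF for 20 min at 37 °C, and lysed. Phospho-Akt Ser473 was read by HTRF as 665/615 ratio ×10^4.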
MmCpn inh: M. maripaludis TRiC chaperonin inhibition; actives 0.031% (n = 330,000); Potency, µM (doses to about 76.9 µM), without a hit: at the highest dose activity, negative = inhibition, usual class: inhibitors; purified Mm-Cpn ATPase, ADP Transcreener TR-FRET; AID 504842; note: potency is the fitted concentration of half-maximal effect; % is set by controls: 0 for no effect and ±100 for the full control effect; nearly all actives have a fitted effect of over 80% in size
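Quantitative HTS used 25 nM Mm-CPN and 10 uM ATP in magnesium/KCl Tris buffer, pH 7.4, with 1 mM DTT. Hydrolysis ran 30 min at 37°C; ADP was read by HTRF.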
Abeta yeast res: A-beta toxicity reversal in yeast. yeast expressing A-beta42, growth rescue, OD600, 48 h; response scale: 0% DMSO, 100% iron-clioquinol control. Potency, µM (highest dose often 46.1 µM), for inactives: at the top dose growth rescue, actives largely listed as activators. actives 0.063% (n = 410,000); note: potency is the fitted concentration of half-maximal effect; nearly all actives have a fitted effect of over 55% in size
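Growth rescue measured by 600 nm absorbance after 48 h yeast culture at 30 C with compound. Values normalized between DMSO and an equimolar ferric chloride plus clioquinol control.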
FUS suppressor: rescues growth of FUS-expressing yeast; S. cerevisiae FUS-expressing, growth rescue, OD600, 24 h; Potency, µM (titrated, usually from 76.6 µM), inactives show at the highest dose growth rescue (activation), most hits filed as activators; actives 0.24% (n = 390,000);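 note: potency is the fitted concentration of half-maximal effect; plate controls were DMSO vehicle for no effect and reference control for full effect; nearly all actives have a fitted effect of over 55% in size; some results filed as inactive show a strong effect at the top dose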
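Yeast expressing FUS under galactose induction, OD 0.005 in 2% galactose medium; compounds in a dilution series, 24 h at 30C. Growth rescue by absorbance at 600 nm; CP55940 positive control, DMSO negative.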
Active calls of the source: *; i = inactive; ? = inconclusive; / = no result given; [ ] = another dose, or the depositor's remark. Unless noted, calls come from the whole dose curve; as a rule, active = well fitted curve in the direction sought with a large enough effect; inconclusive = small, poorly fitted or top-dose-only effect, or another doubt; inactive = no such curve, though single readings can be large; an effect the other way counts as inactive or inconclusive.

Structure	aSyn rescue	GLP1R inv ag	HEK293 tox	PTHR1 ag	TDP43 rescue	Akt phos inh	MmCpn inh	Abeta yeast res	FUS suppressor
O=C(Cn1ccc2ccccc2c1=O)NCCC(=O)N1CCCCC1	-6%	3%	1%	-15%	-19%	i	2%	7%	11%
Cc1ccc(OCCCn2ccnc2)c(Br)c1	-4%	2%	-6%	i	5%	i	-2%	-11%	-10%
CCOCCCNC(=O)c1oc2ccc(S(=O)(=O)N3CCOCC3)cc2c1C	-4%	-1%	-6%	i	-10%	i	0%	-17%	-6%
COc1ccc(Nc2ncc(C(=O)Nc3cc(C)ccc3OC)c3ccccc23)cc1	/	?	1%	-1%	?	/	/	-15%	?
COc1cc(C#Cc2c(-c3cncn3C)n(C)c3ccc(-c4ccc5[nH]ccc5c4)cc23)cc(OC)c1	-13%	-17%	-1%	-50%[inhibitor]	?	i	-25%	8%	?
O=c1/c(=C/c2ccc(O)cc2)sc2n1CCCN=2	-12%	34%[activator]	-18%	i	6%	i	-2%	-3%	11%
O=S(=O)(Nc1ccc2c(c1)oc1ccccc12)N1CCCC1	19%	?	-8%	-1%	?	i	0%	13%	0%
O=C(c1ccc2c(c1)OCO2)N1CCN(S(=O)(=O)c2ccccc2)CC1	0%	6%	10%	-24%	22%	i	-6%	-1%	/
O=C(NCc1ccc(C(F)(F)F)cc1)C1CC(c2c(Cl)cccc2Cl)=NO1 (stereo not drawn)	1%	?	-3%	-40%[inhibitor]	28%	i	1%	7%	5%
[O-][n+]1c2cc(C(F)(F)F)ccc2c2n1CCN=C2c1ccc(Cl)cc1	-1%	6%	-2%	-31%[inhibitor]	9%	i	-3%	2%	9%
COc1ccc(-n2c(C)cc(=O)[nH]c2=O)cc1	-12%	2%	-6%	i	-4%	i	1%	7%	-8%
CC[C@]12c3[nH]c4ccccc4c3CCN1C(=O)C(CC(=O)NCC13CC4CC(CC(C4)C1)C3)C[C@@H]2C(=O)N1CCN(C(=O)c2ccco2)CC1 (stereo partly drawn)	2%	?	-19%	i	?	i	2%	4%	?
CC(C)(C)NC(=O)C1c2ccccc2OCC(=O)N1Cc1ccccn1 (stereo not drawn)	-10%	-1%	-3%	-4%	17%	i	/	-8%	-9%
CCOc1ccc2[nH]c3c(NCC(C)C)ncnc3c2c1	-3%	?	-20%	-26%	24%	i	0%	0%	14%
C=CCN(C(=O)Nc1ccc(OC)cc1)c1nnc(-c2ccncc2)s1	-8%	19%	3%	-21%	11%	i	0%	-24%	16%
O=C(O)c1ccccc1N/N=C/c1c(Sc2nnnn2-c2ccccc2)nc2ccccn2c1=O	3%	-1%	1%	-16%	6%	i	-5%	-5%	5%
Cc1cc(N(C)C)c(C#N)c(N2CCOCC2)n1	3%	8%	-1%	i	23%	i	0%	0%	-11%
O=C1C(Sc2ccccc2)=C[C@@]2(O)CC[C@@H](O)[C@]1(Sc1ccccc1)[C@H]2O	8%	31%	5%	i	43%	i	/	-11%	-9%
CCCCN(C)c1c(N2CCC(C(=O)OCC)CC2)c(=O)c1=O	12%	-1%	-14%	i	-2%	i	-2%	2%	-14%
Cc1cc(=O)oc2cc(NS(=O)(=O)c3ccccc3)ccc12	1%	2%	31%[activator]	i	0%	i	-9%	-7%	-24%
COC(=O)[C@]12CCCCC=C1N(Cc1ccc3c(c1)OCO3)C(=O)[C@H](CC(=O)NCCCCc1ccccc1)C2	9%	?	-4%	-10%	0%	i	/	-5%	?
CN(C)S(=O)(=O)c1cccc(NC(=O)COc2ccccc2C(=O)Nc2ccccc2)c1	-7%	-25%	-12%	-30%[inhibitor]	12%	i	/	3%	-3%
O=C(N/N=C/c1cn(-c2ccccc2)nc1-c1ccccc1)c1ccco1	-1%	52%[activator]	-17%	i	-18%	i	2%	2%	26%
Cc1c(NC(=O)COC(=O)c2cccc(F)c2)c(=O)n(-c2ccccc2)n1C	5%	-7%	3%	i	10%	i	/	2%	-12%
CCOC(=O)c1c(C)[nH]c(C)c1C(=O)COC(=O)/C=C/c1ccc(OC(F)F)cc1	12%	?	-8%	-54%[inhibitor]	?	i	1%	10%	/
C=CCc1cc(Cl)ccc1OCCN(C)C	1%	-7%	16%	i	-18%	i	-1%	4%	0%
CC=CCn1c(SCc2ccccc2)nc2c1c(=O)[nH]c(=O)n2C	1%	11%	-9%	-4%	16%	i	/	-6%	8%
O=C(Cn1nnc(-c2ccc(S(=O)(=O)N3CCCC3)cc2)n1)NCC1CCCO1 (stereo not drawn)	3%	48%[activator]	-5%	i	-40%[inhibitor]	i	1%	1%	?
CN(C)CCCNC(=O)c1cc(C(=O)c2ccccc2F)c[nH]1	0%	-20%	2%	-21%	-14%	i	0%	-15%	-19%
COc1ccc(-n2c(C)c(C(C)=O)c3cc(O)ccc32)cc1	3%	?	0%	-6%	6%	i	0%	3%	-23%

The final five records of the part before open the next one:
Structure	aSyn rescue	GLP1R inv ag	HEK293 tox	PTHR1 ag	TDP43 rescue	Akt phos inh	MmCpn inh	Abeta yeast res	FUS suppressor
C=CCc1cc(Cl)ccc1OCCN(C)C	1%	-7%	16%	i	-18%	i	-1%	4%	0%
CC=CCn1c(SCc2ccccc2)nc2c1c(=O)[nH]c(=O)n2C	1%	11%	-9%	-4%	16%	i	/	-6%	8%
O=C(Cn1nnc(-c2ccc(S(=O)(=O)N3CCCC3)cc2)n1)NCC1CCCO1 (stereo not drawn)	3%	48%[activator]	-5%	i	-40%[inhibitor]	i	1%	1%	?
CN(C)CCCNC(=O)c1cc(C(=O)c2ccccc2F)c[nH]1	0%	-20%	2%	-21%	-14%	i	0%	-15%	-19%
COc1ccc(-n2c(C)c(C(C)=O)c3cc(O)ccc32)cc1	3%	?	0%	-6%	6%	i	0%	3%	-23%
COCCNC(=O)CCSc1nc(-c2ccc3c(c2)OCO3)cc(C(F)(F)F)n1	-3%	-23%	5%	20%	-3%	/	/	-27%	?
Cc1cc(C)n2nc(CC(=O)NNC(=O)COc3cccc(C)c3C)nc2n1	2%	5%	4%	-2%	20%	i	2%	-4%	-11%
COC(=O)[C@]12CCCCC=C1N(CCC1=CCCCC1)C(=O)[C@H](CC(=O)N1CCN(C(=O)c3ccco3)CC1)C2	2%	?	-7%	-41%[inhibitor]	?	i	/	9%	40%
COc1ccc(NC(=O)Nc2ccccc2F)c(C)c1	-1%	1%	2%	i	-21%	i	?	-3%	20%
Cc1ccc(S(=O)(=O)N(CC(=O)O)Cc2ccco2)cc1	2%	-2%	-17%	-5%	14%	i	1%	10%	-3%
O=C1C(O)=CC(=C(c2ccccc2)c2ccccc2)c2ccccc21	-20%	?	?	-20%	-10%	i	/	9%	40%
COC(=O)c1ccccc1NC(=O)CSc1nc2cccnc2n1C	0%	45%[activator]	1%	-19%	1%	i	-14%	-8%	-9%
Cc1[nH]c2ccccc2c1/C=N/n1cnnc1	-15%	0%	-8%	-3%	-4%	i	-1%	0%	1%
CCCn1c(C)cs/c1=N\C(=S)Nc1ccccc1	-7%	-1%	6%	-12%	2%	i	-10%	12%	/
COc1cccc(OC)c1OC(=O)c1ccccc1	-1%	-11%	11%	-20%	13%	i	/	-8%	/
COc1ccc(Cn2c(CCC(=O)Nc3ccc(OC)c(Cl)c3)nc3cccnc32)cc1	/	7%	-16%	25%	6%	/	/	6%	-9%
O=C(NCCc1ccc(Cl)cc1)c1cnccn1	7%	7%	-3%	i	16%	i	-5%	7%	-19%
CCCc1cc(C(=O)Nc2cccc(C(C)=O)c2)no1	-5%	22%	0%	i	24%	i	-2%	1%	-28%
Cc1cc(C)cc(NC(=O)C(NS(=O)(=O)c2cccc3nsnc23)c2ccccc2)c1 (stereo not drawn)	/	?	5%	-17%	3%	/	/	-4%	11%
CCN(c1ccccc1)S(=O)(=O)c1ccc(Cl)c(C(=O)OCC(=O)c2[nH]c(C)c(C(C)=O)c2C)c1	9%	-27%	-11%	-30%	1%	i	-1%	1%	/
CCc1cccc(C)c1NC(=O)C(CC)Sc1nc2ccncc2[nH]1 (stereo not drawn)	/	4%	-6%	-20%	-23%	/	/	-3%	15%
Cc1cccc(C(=O)N2CCc3cc(CNC(=O)CCc4ccccc4)ccc32)c1	/	-8%	-4%	-3%	15%	/	/	-4%	-6%
Cc1ccc(-c2cc(C(=O)Nc3ccccc3C(N)=O)c3ccccc3n2)o1	3%	26%	-3%	i	9%	i	/	-11%	?
CC(=O)N1c2ccc(S(=O)(=O)NCC3CCC(C(=O)Nc4ccc(C)cn4)CC3)cc2CC1C (stereo not drawn)	-1%	1%	3%	-42%[inhibitor]	-13%	i	2%	-3%	1%
COCC(=O)Nc1ccc2c(c1)[C@@H]1C[C@H](CC(=O)OC)O[C@H](CO)[C@@H]1O2	5%	29%	1%	-18%	?	i	/	-4%	-8%
COc1cc(C(CCN2CCCC2)c2c(OC)cc(OC)c3c(-c4ccccc4)cc(=O)oc23)cc(OC)c1OC (stereo not drawn)	0%	1%	-1%	i	9%	i	-1%	2%	31%

A portion of the library (hit frequency here may not be typical).
